# AHR act: human AHR activation. AHR-responsive luciferase reporter cells, luminescence. 320,000 compounds, 2.5% hits. activation, % at 5 µM; in the data active = activation above about 47%;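 also: 0% = vehicle wells and 100% = reference agonist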
# LAP4-GFP MLPCN: modulators of TOR pathway LAP4-GFP in S. cerevisiae; AID 2023; GFP response vs DMSO, % at 10 µM; S. cerevisiae LAP4-GFP multiplex, flow cytometry GFP, 3 h; median GFP as percent of DMSO wells; 320,000 compounds, 0.34% hits;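 active = GFP response vs DMSO above a set limit, about the screen mean plus 3 SD, cut at about 150% in these data; inconclusive = under 70 cell events counted for the yeast strain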
# MEP2-GFP yeast: alters MEP2-GFP fluorescence in TOR pathway yeast screen; 330,000 compounds, 0.51% hits; S. cerevisiae MEP2-GFP strain, flow cytometry GFP, 3 h; 100% = DMSO control level; GFP response vs DMSO, % at 10 µM;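 active = GFP response versus DMSO above a set limit, roughly screen mean plus 3 SD, cut at about 180% in these data; inconclusive = fewer than 70 cells counted for a yeast strain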;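 also: median GFP fluorescence of the barcode-gated MEP2-GFP cells per well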
# procasp3 activ: activators of human procaspase-3; recombinant procaspase-3 D3A, Ac-DEVD-pNA absorbance 405 nm; activation, % at 8.5 µM; 330,000 compounds, 0.11% hits; AID 463141;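 active = activation above the mean of all tested compounds plus 3 SD, cut at about 21% in these data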;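 also: 0% = DMSO alone and 100% = DMSO wells spiked with extra 5 µM PC-3 D3A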
#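 Assay system – Procaspase-3 D3A mutant · Benchmarks – DMSO low control, extra-enzyme high control · Technique – 405 nm absorbance of p-nitroaniline, reads at 0 and 120 min · Doses – 8.5 µM nominal · Measure – % activation between DMSO and enzyme-spiked controls · Also added – Ac-DEVD-pNA chromogenic peptide substrate · Schedule – 1 h compound preincubation, 2 h substrate hydrolysis at 25 °C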
# procasp7 counter: activates human procaspase-7, counter-screen for procaspase-3 activators | recombinant procaspase-7, Ac-DEVD-pNA absorbance 405 nm; D23A/D198A/D206A triple mutant, cannot self-cleave; scale: DMSO 0, 5 µM enzyme 100 | activation, % at 8.5 µM | 330,000 compounds, 0.093% hits;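 active = percent activation above the screen-wide mean plus 3 SD, cut at about 25% in these data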
#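 signal = Epi-absorbance of released pNA at 405 nm, two timepoints | assay system = Uncleavable procaspase-7 mutant enzyme | reagent = Ac-DEVD-pNA substrate, 400 µM as added | times = 1 h enzyme–compound preincubation and 2 h substrate reaction, both 25 °C | benchmarks = low DMSO alone, high DMSO plus 5 µM PC-7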
# RPL19A-GFP yeast: yeast TOR pathway RPL19A-GFP modulation; S. cerevisiae RPL19A-GFP strain, flow cytometry, 3 h; hits give low values; percent response vs DMSO, % at 10 µM; AID 2025; 330,000 compounds, 0.3% hits;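 active = percent response vs DMSO below 50%; inconclusive = fewer than 70 events counted for the yeast strain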;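 also: median channel GFP fluorescence of the barcoded RPL19A-GFP strain; ratio of sample median GFP to plate DMSO average so 100% = DMSO; lower means less RPL19A-GFP as with rapamycin TOR inhibition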
# EBNA-1 inh: blocks EBNA-1 binding to DNA | 300,000 compounds, 0.34% hits | AID 1950 | inhibition, % at 14.8 µM | EBNA-1 DNA binding, fluorescence polarization; in the data active = inhibition above about 28%
# ZTA counter: blocks Epstein-Barr virus ZTA, an EBNA-1 counter-screen; 320,000 compounds, 0.15% hits; ZTA-DNA binding, fluorescence polarization; inhibition, % at 11 µM; in the data active = inhibition above about 33%
# Active calls of the source: *; ? = inconclusive; / = no result given; [ ] = remark or other dose. Rows were taken by chance. About 3.8% of those tested had a hit in this group.
# Every second line gives: AHR act	LAP4-GFP MLPCN	MEP2-GFP yeast	procasp3 activ	procasp7 counter	RPL19A-GFP yeast	EBNA-1 inh	ZTA counter
CCCCC1=CC2=C(c3ccco3)C(=O)C(C)(OC(=O)c3ccc(OC)cc3)C(=O)C2=CN1C1CCCCC1 (stereo unspecified)
 : 5	94	99	-1	-16	95	-14	1
Cc1noc(C)c1COC(=O)c1ccccc1Oc1ccccc1
 : 11	95	88	-9	7	97	-8	6
COc1ccccc1-n1c(=O)c2c3c(sc2n2c(SC)nnc12)CCC3
 : 0	93	89	-4	8	87	8	2
Cc1ccc(C(=O)CC(C(=O)O)n2cnc([N+](=O)[O-])n2)cc1 (stereo unspecified)
 : -1	135	98	-23	-29	93	-5	-16
CC(=O)Nc1ccc(NC(=O)CSc2nnnn2-c2ccc(F)cc2)cc1
 : 0	78[may fluoresce violet]	194*[may fluoresce violet]	-1	-1	59[may fluoresce violet]	-14	-5
CCn1c(CC(=O)Nc2ccccc2)nnc1SCc1nc2ccccc2c(=O)[nH]1
 : 1	102	115	4	6	110	2	-7
O=C(NCCC1=CCCCC1)c1cnc2n(c1=O)CCS2
 : 1	100	104	-2	3	101	-7	-12
CCCNc1c(NC(C)=O)c(=O)oc2ccccc12
 : -3	99	96	-1	3	98	-5	-13
Cc1cc(CNC(=O)C(C)n2cc([N+](=O)[O-])cn2)c2ccccc2n1 (stereo unspecified)
 : 3	110	109	10	0	98	-1	-16
COc1ccccc1OCC(=O)Nc1cccc(N(C)S(C)(=O)=O)c1
 : -3	100	103	-6	-2	99	-3	1
C=CCN1C(=O)C(Cc2ccccc2)S/C1=N/N=C/c1cccs1 (stereo unspecified)
 : 15	97	87	3	-7	104	-9	-2
Cc1cc2c(cc1C)N(C(=O)CN1C(=O)c3ccccc3C1=O)C(C)(C)c1ssc(=S)c1-2
 : 1	87	95	-11	-19	98	-3	10
COc1cc(C2C(C#N)=C(C)NC3=C2C(=O)CC(C)(C)C3)ccc1O (stereo unspecified)
 : 0	89	95	1	12	88	7	-2
CC1(C)Cc2cccc(OCC(O)CNCc3ccccn3)c2O1 (stereo unspecified)
 : 1	99	111	-4	6	99	7	-1
CC(Oc1ccc(Cl)cc1Cl)C(=O)NC1CCSC1=O (stereo unspecified)
 : 1	96	97	-3	-1	98	9	7
O=C1CC(c2ccccc2F)c2c(c3ccccc3[nH]c2=O)O1 (stereo unspecified)
 : 3	99	94	0	-9	98	0	-10
CCC1CCCCN1C(=O)Cn1c(=O)n(CCCC(=O)NCc2ccco2)c(=O)c2sccc21 (stereo unspecified)
 : 1	83	100	-9	-3	101	-1	19
O=C(Nc1ccc2c(c1)CCCN2C(=O)c1cccs1)c1cccc(F)c1
 : 21	103	101	3	0	95	5	4
COc1cccc(CNC(=O)COC(=O)C2CCN(c3ccc(C(F)(F)F)cn3)CC2)c1
 : 1	102	112	5	1	101	/	-11
Cc1nn(-c2ccccc2)c(C)c1C(=O)OC/C(O)=C(\C#N)c1nc2ccccc2[nH]1
 : 24	85	96	3	16	92	16	6

# Every second line gives: AHR act	LAP4-GFP MLPCN	MEP2-GFP yeast	procasp3 activ	procasp7 counter	RPL19A-GFP yeast	EBNA-1 inh	ZTA counter
c1ccc(Cc2ccc(OCCN3CCOCC3)cc2)cc1
 : 2	80	105	11	-3	95	-8	-2
O=C(NCCO)C1CCN(S(=O)(=O)c2ccc(F)cc2)CC1
 : -1	101	99	5	7	97	9	10
Cc1ccc(CN2CC(=O)N3[C@H]4c5cc(Cl)ccc5OC[C@@H]4[C@H](c4ccccc4)[C@]3(C)C2=O)cc1
 : 0	98	94	6	4	92	/	1
Cc1cc(C)c(S(=O)(=O)Nc2cc(C)on2)c(C)c1
 : -1	107	105	-7	3	99	6	6
CCCSc1nnc(N2C(=O)CC(c3ccsc3)C3=C2CCCC3=O)s1 (stereo unspecified)
 : 2	106	111	7	-7	106	-16	0
O=C(COC(=O)/C=C/c1ccc(F)cc1)NCc1cccs1
 : -1	88	87	3	14	91	/	-6
Cc1cc(C)nc(SCC(=O)Nc2ccc(S(=O)(=O)NC(C)(C)C)cc2)n1
 : -1	99	98	-2	1	92	-7	3
Cc1cccn2c(=O)c3cc(C(=O)NCC4CCCO4)c(=N)n(CCc4ccccc4)c3nc12 (stereo unspecified)
 : 5	?	?	-9	-11	?	-6	1
C=CCNc1nc(SCC=C)nc2ccsc12
 : 10	102	101	8	11	100	-6	-6
Cc1csc(Sc2ccc(C(=O)OCC(=O)Nc3ccc(OC(F)(F)F)cc3)cc2[N+](=O)[O-])n1
 : 4	88	104	6	-8	101	4	-13
CNc1nc(N(C)C)nc(N(C)C)n1
 : 15	107	97	15	13	100	13	12
Cc1ccc(C(O)Cn2cc([N+](=O)[O-])nc2C)cc1 (stereo unspecified)
 : 0	120	118	3	0	107	-5	1
CCC(=O)OCC(=O)Nc1ccc([N+](=O)[O-])cc1OC
 : 1	94	97	-3	-10	90	-2	-14
Cc1cccn2c(=O)c3cc(S(=O)(=O)c4ccccc4)c(=N)n(CC4CCCO4)c3nc12 (stereo unspecified)
 : -2	108	100	-23	-24	102	8	21
COC(=O)C1=C(CS(=O)(=O)c2ccccc2)NC(=O)NC1c1ccc(OC)c(OC)c1 (stereo unspecified)
 : 3	101	96	3	-4	100	7	-7
COc1ccc(/C=C2/C(=O)N(c3nc4ccccc4s3)N=C2CSc2ccc(Cl)cc2)cc1
 : 8	108	99	5	-2	105	9	18
Cc1ccc(-c2nc(S(=O)(=O)c3ccc(C)cc3)c(SCC(=O)NCC3CCCO3)o2)cc1 (stereo unspecified)
 : 8	86	93	-1	2	90	14	7
CCN(CC)c1ccc2cc(C#N)c(=O)oc2c1
 : 5	109	97	-4	-1	98	7	7
CCOC(=O)C1CCN(C(=O)C(C)c2ccc([N+](=O)[O-])cc2)CC1 (stereo unspecified)
 : 17	101	105	1	-4	100	-3	-13
Cc1ccc(S(=O)(=O)NCc2ccccn2)cc1C
 : 2	108	105	7	-2	102	-8	-4

# Every second line gives: AHR act	LAP4-GFP MLPCN	MEP2-GFP yeast	procasp3 activ	procasp7 counter	RPL19A-GFP yeast	EBNA-1 inh	ZTA counter
C=CCN(CC=C)C(=S)Nc1ccc(OC)c(OC)c1
 : 10	90	104	-18	-30	104	-2	2
CC(CCc1ccccc1)NC(=O)c1cccc([N+](=O)[O-])c1 (stereo unspecified)
 : 3	92	92	-8	-1	92	-9	10
O=C(Nc1cc(=O)[nH]c(=O)[nH]1)c1cccc(Br)c1
 : 15	94	108	-2	-6	110	14	5
O=C(O)CC(NCc1ccco1)C(=O)OCCc1ccccc1 (stereo unspecified)
 : 1	95	103	-1	11	101	14	-1
CC(C)OP(=O)(c1ccc(N(C)C)cc1)C(O)c1ccccc1F (stereo unspecified)
 : -1	101	98	3	12	99	-16	-2
COc1ccccc1/C=C1\SC(=S)N(NS(=O)(=O)c2ccccc2)C1=O
 : 1	87	101	0	-11	103	-2	1
CCCN(CCC)C(=S)Nc1cc(C(=O)OC)ccc1C(=O)OC
 : 0	98	106	-1	-2	100	-9	2
Cc1nn(Cc2ccccc2)c(Cl)c1C(=O)OCC(=O)NC(=O)NC12CC3CC(CC(C3)C1)C2
 : 1	100	110	-7	3	96	1	3
CCOc1cc(/C=N/Nc2cc(C)nc3ccc(C)cc23)ccc1O
 : 13	90	102	3	-1	108	-4	-19
Cc1nc(C)c(NC(=O)OC(C)C)cc1NC(=O)OC(C)C
 : 3	94	102	3	-6	100	-1	-22
O=C(O)CCC(=O)Nc1ccccc1C(=O)N1CCN(c2ccc(Cl)cc2)CC1
 : 5	106	104	-1	-10	100	-18	-16
CN(C)c1ccc(C(CN)c2c[nH]c3ccccc23)cc1 (stereo unspecified)
 : 28	101	95	-1	-9	100	3	-10
O=C(Nc1ccncc1)C1CCN(S(=O)(=O)c2ccc(Cl)c(C(F)(F)F)c2)CC1
 : 3	99	98	1	2	96	/	10
Cc1ccc(C)c(NS(=O)(=O)c2ccc3[nH]c(=O)oc3c2)c1
 : 4	107	108	0	5	98	-3	-8
CCOc1ccc(NC(=O)CN2CCN(c3ccccc3C)CC2)cc1S(=O)(=O)N1CCCC1
 : 1	102	102	3	1	102	/	2
Cc1cc2ncn(S(=O)(=O)N3CCCCC3)c2cc1C
 : 1	132	107	14	-8	92	-4	-11
COc1ccc2[nH]c(=O)c(CNC3CCCCC3)cc2c1
 : 1	93	100	-34	0	95	5	-7
C[C@@H](C(=O)NCc1ccc(S(C)(=O)=O)cc1)[C@H]1C[C@]1(C)[C@H](NC(=O)OCc1ccccc1)c1ccccc1
 : -2	126	94	5	2	103	-7	2
Cc1cc(NC2CCCC2)n2nc(C)c(-c3ccccc3)c2n1
 : 8	81	103	-3	-13	101	-10	-5
CC1CCN(C(=O)CSc2nnc(Cc3cccn3C)n2CCc2ccccc2)CC1
 : -1	103	101	-4	-15	101	-1	-6

# Compound profiles (already shown).
# O=C(O)CC(NCc1ccco1)C(=O)OCCc1ccccc1 (stereo unspecified) across the screens: AHR act: 1; LAP4-GFP MLPCN: 95; MEP2-GFP yeast: 103; procasp3 activ: -1; procasp7 counter: 11; RPL19A-GFP yeast: 101; EBNA-1 inh: 14; ZTA counter: -1
# Cc1cc2ncn(S(=O)(=O)N3CCCCC3)c2cc1C across the screens: AHR act: 1; LAP4-GFP MLPCN: 132; MEP2-GFP yeast: 107; procasp3 activ: 14; procasp7 counter: -8; RPL19A-GFP yeast: 92; EBNA-1 inh: -4; ZTA counter: -11

# (cont.)
# Every second line gives: AHR act	LAP4-GFP MLPCN	MEP2-GFP yeast	procasp3 activ	procasp7 counter	RPL19A-GFP yeast	EBNA-1 inh	ZTA counter
O=C(CSc1nc2ccccc2[nH]1)Nc1ccc(F)c(F)c1
 : 1	104	102	-4	-6	97	-7	-1
FC(F)(F)c1cnc(Oc2ccccc2-c2nnc(-c3ccc(Cl)cc3)o2)c(Cl)c1
 : 1	96	96	8	1	96	9	5
CCCCCC(O)c1cccc(OCc2ccc3ccccc3n2)c1 (stereo unspecified)
 : 26	128	95	-4	14	88	-5	-4
Cc1cc(NC(=O)CSc2nc(-c3ccco3)cc(C(F)(F)F)n2)n(-c2ccccc2)n1
 : -1	100	105	-9	8	106	-13	-4
N#Cc1cc(-c2ccccc2)nnc1Oc1ccccc1
 : 16	94	98	-3	-2	99	-5	1
COc1ccc(NC(=O)C2=CC(c3ccco3)=NS(=O)(=O)N2C)cc1OC
 : 0	98	106	2	17	102	0	-2
C=CCNC(=O)CCc1nnc(C2(c3ccc(Cl)cc3)CCC2)o1
 : 7	97	100	-1	1	100	7	-4
Cc1ccc(CCNC(=O)C2CCCN(c3nc4ccccc4o3)C2)cc1 (stereo unspecified)
 : 2	107	101	-4	11	100	-1	-4
Cc1c(C(=O)N2CCOCC2)sc(NC(=O)Cc2ccccc2)c1C#N
 : 0	104	97	1	4	113	3	12
CCN(CC)S(=O)(=O)c1ccc(=O)n(CC(=O)N2CCCc3cc(C)ccc32)c1
 : 0	108	103	3	-6	99	/	5
CCn1c(=O)cc(OCC(=O)NC2CCCCC2)c2ccccc21
 : 1	101	107	10	14	101	-1	2
CCCCOc1ccc(C(=O)N/C(=C/C=C/c2ccccc2)C(=O)N2CCOCC2)cc1
 : 2	88	97	-2	-6	96	-1	7
COCc1ccc(CN2CCCC(CO)(Cc3cccc(Cl)c3)C2)o1 (stereo unspecified)
 : 0	99	100	3	18	99	1	7
Cc1cc(Nc2ccc(Cl)cc2)n2nnnc2n1
 : 143*	?	87	4	10	88	2	-1

# Screening data from PubChem BioAssay.
